Bioassay records (PubChem)
D2 antag: HTS Assay for Allosteric Antagonists of the Human D2 Dopamine Receptor: Primary Screen for Antagonists; D(2) dopamine receptor (Homo sapiens), P14416; HEK293 TREx D2 cells, calcium flux, dopamine EC80; inhibition, % at 10 µM; 340,000 compounds, 2% hits; AID 485344, 2010; in the data active = inhibition above about 30%; note: 0% is about no effect
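Compounds are added to dye-loaded, induced HEK293 T-REx cells coupled to calcium release via D2; after a 3 min kinetic read an EC80 dopamine stimulus is given and fluorescence is recorded for 3 more min.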
USP1 inh: Inhibitors of USP1/UAF1: Primary Screen | Potency, µM (series often up to 57.1 µM), for the others: at the highest dose activity change, negative = inhibition, most hits filed as inhibitors | 390,000 compounds, 0.23% hits | Ubiquitin carboxyl-terminal hydrolase 1 (Homo sapiens), O94782 | recombinant USP1/UAF1, Ub-Rhodamine cleavage fluorescence | AID 743255, 2014; note: potency is the fitted concentration of half-maximal effect; % is set by controls: 0 for no effect and ±100 for the full control effect; nearly all actives have a fitted effect of over 60% in size; inactives centre near -12
Target sequence (O94782 whole entry, looked up): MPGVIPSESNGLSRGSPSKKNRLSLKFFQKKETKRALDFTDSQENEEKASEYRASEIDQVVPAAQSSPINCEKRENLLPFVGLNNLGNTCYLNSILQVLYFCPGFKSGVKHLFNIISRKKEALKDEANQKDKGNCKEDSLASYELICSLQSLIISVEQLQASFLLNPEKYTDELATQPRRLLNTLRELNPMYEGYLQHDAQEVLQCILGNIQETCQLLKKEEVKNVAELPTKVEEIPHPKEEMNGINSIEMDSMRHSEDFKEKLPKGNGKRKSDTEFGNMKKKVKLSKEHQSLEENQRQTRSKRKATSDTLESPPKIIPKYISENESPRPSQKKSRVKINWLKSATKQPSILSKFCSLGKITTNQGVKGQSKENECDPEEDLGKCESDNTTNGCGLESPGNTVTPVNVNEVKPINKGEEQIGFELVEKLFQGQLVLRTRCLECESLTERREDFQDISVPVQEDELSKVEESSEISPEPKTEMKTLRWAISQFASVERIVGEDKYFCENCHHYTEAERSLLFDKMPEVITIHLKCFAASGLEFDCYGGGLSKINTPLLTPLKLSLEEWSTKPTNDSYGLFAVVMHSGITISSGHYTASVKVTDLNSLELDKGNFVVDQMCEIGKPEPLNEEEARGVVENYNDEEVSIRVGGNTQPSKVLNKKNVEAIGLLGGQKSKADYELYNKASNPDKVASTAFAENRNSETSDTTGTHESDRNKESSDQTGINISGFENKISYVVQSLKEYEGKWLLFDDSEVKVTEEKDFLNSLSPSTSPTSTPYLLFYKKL
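1 nM enzyme complex + cpd, 15 min RT; start with Ub-Rho 150nM final; kinetic fluorescence ex 480/em 540, 6 reads q60 s. Buffer 50mM HEPES pH 7.8, 0.5mM EDTA, 0.1 mg/ml BSA, 1mM TCEP, 0.01% Tween-20.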
D2 agonist: HTS Assay for Allosteric Agonists of the Human D2 Dopamine Receptor: Primary Screen for Agonists; HEK293 T-REx D2 cells, calcium flux agonist mode; activation, % at 2 µM; 340,000 compounds, 0.53% hits; AID 485358, 2010;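 active = activation over 3 SD above normal in the single-dose calcium agonist read, cut at about 30% in these data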; note: 0% is about no effect
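Agonism is scored from calcium flux in a force-coupled, inducible HEK293 cell line expressing D2, read kinetically for 180 s after compound addition against dopamine controls.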
TrxR1 inh: qHTS Assay for Inhibitors of Mammalian Selenoprotein Thioredoxin Reductase 1 (TrxR1): qHTS; 390,000 compounds, 1% hits; recombinant rTrxR1, NADPH fluorescence consumption, selenite substrate; Potency, µM (highest dose often 114 µM), inactives show top-dose activity change, negative = inhibition, hits mostly inhibitors; Thioredoxin reductase 1, cytoplasmic (Rattus norvegicus), O89049; note: potency is the fitted concentration of half-maximal effect; % is set by controls: 0 for no effect and ±100 for the full control effect; nearly all actives have a fitted effect of over 65% in size
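Rat TrxR1 (90 nM in the dispensed reagent) was pre-reduced with 400 uM NADPH for 5 min at room temperature, then incubated with compound for 15 min. After 400 uM selenite was added, NADPH fluorescence (Ex 340/Em 450 nm) was followed for 8 min.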
TRHR PAM: qHTS for Small Molecule Agonists and Allosteric Enhancers of Human TRH Receptor: Primary Screen for Enhancers; 360,000 compounds, 0.66% hits; Thyrotropin-releasing hormone receptor (Homo sapiens), P34981; TRHR cells, fluo-8 calcium fluorescence, EC20 TRH enhancement; enhancement, % at 2 µM; in the data active = enhancement above about 30%; note: 0% is about no effect
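Enhancer read-out: after compound pinning and an initial kinetic agonist-mode read, an EC20 of TRH (10 nM final) was injected and fluo-8 calcium signal (Ex 480/Em 530) followed at 1 s/cycle for 100 cycles in TRHR-expressing cells.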
Pin1 inhibitor: qHTS Assay to Find Inhibitors of Pin1; Peptidyl-prolyl cis-trans isomerase NIMA-interacting 1 (Homo sapiens), Q13526; Pin1 FP peptide displacement, HiFluor488, 10 min; AID 504891, 2011; 390,000 compounds, 0.009% hits; Potency, µM (titrated, usually from 115 µM), for the others: top-dose activity, negative = inhibition, actives largely listed as inhibitors; active = well fitted inhibition curve with a large enough effect in the polarisation, with a control signal flat, not every such curve was filed as active; inconclusive = small, poorly fitted or top-dose-only effect, or effect the other way, or a change in a side signal; inactive = no such curve, though single readings can be large or run the other way; the % refers to the polarisation; note: potency is the fitted concentration of half-maximal effect; % is set by controls: 0 for no effect and ±100 for the full control effect
Target sequence (Q13526 whole entry, looked up): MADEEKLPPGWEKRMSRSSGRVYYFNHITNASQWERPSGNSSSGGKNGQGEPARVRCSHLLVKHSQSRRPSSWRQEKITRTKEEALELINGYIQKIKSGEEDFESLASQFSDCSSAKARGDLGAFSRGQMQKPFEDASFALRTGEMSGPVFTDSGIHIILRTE
TrxR1 substrate: qHTS Assay for Substrates of Mammalian Selenoprotein Thioredoxin Reductase 1 (TrxR1): qHTS; Potency, µM (top dose mostly 114 µM), for the others: top-dose activity change, negative = substrate turnover; 390,000 compounds, 0.01% hits; purified TrxR1 substrate turnover, NADPH consumption readout; Thioredoxin reductase 1, cytoplasmic (Rattus norvegicus), O89049; note: potency is the fitted concentration of half-maximal effect; % is set by controls: 0 for no effect and ±100 for the full control effect; nearly all actives have a fitted effect of over 50% in size
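Rat TrxR1, dispensed at 90 nM, was prereduced with 400 uM NADPH (final) for 5 min at ~22 deg C, then incubated with compound 15 min before 400 uM selenite. A first-read NADPH fluorescence drop versus no-compound background flagged substrates.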
IDH1 R132H inh: qHTS for Inhibitors of mutant isocitrate dehydrogenase 1 (IDH1): qHTS; AID 602179, 2012; Potency, µM (highest dose often 76.6 µM), without a hit: at the highest dose activity change, negative = inhibition, most hits filed as inhibitors; 390,000 compounds, 0.093% hits; IDH1-R132H enzyme, NADPH consumption, diaphorase/resazurin fluorescence; Isocitrate dehydrogenase [NADP] cytoplasmic (Homo sapiens), O75874; note: potency is the fitted concentration of half-maximal effect; % is set by controls: 0 for no effect and ±100 for the full control effect; nearly all actives have a fitted effect of over 65% in size
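IDH1-R132H (0.5 ug/mL dispensed) in pH 7.5 Tris buffer was preincubated 30 min with compound, then given a substrate mix of 0.016 mM NADPH and 2 mM alpha-KG for 80 min at room temperature; remaining NADPH was read by diaphorase/resazurin fluorescence.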
TRHR ag: qHTS for Small Molecule Agonists and Allosteric Enhancers of Human TRH Receptor: Primary Screen for Agonists | Thyrotropin-releasing hormone receptor (Homo sapiens), P34981 | TRHR cells, calcium flux fluo-8, FDSS agonist mode | activation, % at 2 µM | 360,000 compounds, 0.18% hits; in the data active = activation above about 30%; note: 0% is about no effect
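In this calcium-flux screen, cells bearing human TRHR are dye-loaded with fluo-8, baselined for 10 cycles, then exposed to library compounds; positive kinetic calcium responses during the agonist phase mark hits, with TRH as control.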
Active calls of the source: *; [ ] = remark or other dose. Unless noted, calls come from the whole dose curve; as a rule, active = well fitted inhibition curve with a large enough effect; inconclusive = small, poorly fitted or top-dose-only effect; inactive = no such curve, though single readings can be large or run the other way.

For O=S1(=O)C=C(Oc2ccc3ccccc3c2)c2ccccc21 the results were D2 antag 15, USP1 inh -8%, D2 agonist -0.2, TrxR1 inh -19%, TRHR PAM -2, Pin1 inhibitor 3%, TrxR1 substrate 9%, IDH1 R132H inh 10% and TRHR ag 0.6.
`Cc1cc2ccccn2c1C(=O)c1ccc(S(=O)(=O)N(C)C)cc1` gave D2 antag 0, USP1 inh -23%, D2 agonist -0.5, TrxR1 inh -6%, TRHR PAM 21, Pin1 inhibitor -9%, TrxR1 substrate -8%, IDH1 R132H inh 6% and TRHR ag -1.3.
For COc1cccc(NC(=O)NNS(=O)(=O)c2ccc(OC)cc2OC)c1 the results were D2 antag -3, USP1 inh -3%, D2 agonist 0.5, TrxR1 inh 11%, TRHR PAM 0, Pin1 inhibitor 6%, TrxR1 substrate 2%, IDH1 R132H inh -11% and TRHR ag 0.9.
For CCOc1ccccc1NC(=O)CSCC(=O)Nc1ccccc1 the results were D2 antag 1, USP1 inh -14%, D2 agonist 0.1, TrxR1 inh 10%, TRHR PAM -3, Pin1 inhibitor 1%, TrxR1 substrate -7%, IDH1 R132H inh 3% and TRHR ag -1.4.
COc1ccc(S(=O)(=O)N2CCC(C(=O)N3CCN(C)CC3)CC2)cc1OC was read as D2 antag 15, USP1 inh -19%, D2 agonist 0.7, TrxR1 inh -1%, TRHR PAM 0, Pin1 inhibitor -3%, TrxR1 substrate -5%, IDH1 R132H inh 4% and TRHR ag 0.6.
For CCCCN(C(=O)c1ccc2c(c1)S(=O)(=O)N=C1CCCCCN12)c1c(N)n(CC(C)C)c(=O)[nH]c1=O the results were USP1 inh -23%, TrxR1 inh 21%, Pin1 inhibitor -11%, TrxR1 substrate 3% and IDH1 R132H inh 1%.
CC1CN=C(NC(=O)c2cccc([N+](=O)[O-])c2)S1 (configuration not stated) was read as D2 antag -2, USP1 inh 0%, D2 agonist 0.0, TrxR1 inh 34%, TRHR PAM -8, Pin1 inhibitor 0%, TrxR1 substrate -6%, IDH1 R132H inh 0% and TRHR ag 0.4.
C/C(=N/OC(=O)c1c(-c2c(Cl)cccc2Cl)noc1C)c1cnccn1 was read as D2 antag -7, USP1 inh -11%, D2 agonist 1.1, TrxR1 inh 18%[57.1 µM], TRHR PAM 17, Pin1 inhibitor 0%, TrxR1 substrate -7%, IDH1 R132H inh 7% and TRHR ag 0.3.
CN1C(=O)NC(c2ccccc2)C2=C1CN(Cc1ccco1)C2=O (configuration not stated) was read as D2 antag 24, USP1 inh -26%, D2 agonist 0.5, TrxR1 inh inconclusive, TRHR PAM -5, Pin1 inhibitor inconclusive, TrxR1 substrate 4%, IDH1 R132H inh 1% and TRHR ag 0.3.
Screening COc1cccc(COC(=O)c2sc3nc4n(c(=O)c3c2C)CCC4)c1OC returned D2 antag 3, USP1 inh 3%, D2 agonist 0.7, TrxR1 inh 7%, TRHR PAM -1, Pin1 inhibitor 7%, TrxR1 substrate 9%, IDH1 R132H inh 2% and TRHR ag 0.1.
For O=C(CSc1c2c(nc3cc(Cl)ccc13)CCCC2)NCc1ccccc1Cl the results were USP1 inh -20%, D2 agonist -1.3, TrxR1 inh 6%, TRHR PAM -1, Pin1 inhibitor 20%, TrxR1 substrate -10%, IDH1 R132H inh 11% and TRHR ag -2.2.
`O=C(CCl)N=c1sccn1Cc1ccc(Cl)cc1Cl` gave D2 antag 5, USP1 inh -17%, D2 agonist -0.8, TrxR1 inh 32µM*, TRHR PAM 4, Pin1 inhibitor 2%, TrxR1 substrate 1%, IDH1 R132H inh 0% and TRHR ag -0.4.
`CCCc1nc2ccccc2c(=O)n1NC(=O)c1c(O)c2ccccc2n(C)c1=O` gave D2 antag 11, USP1 inh -13%, D2 agonist 1.3, TrxR1 inh 15%, TRHR PAM 2, Pin1 inhibitor -2%, TrxR1 substrate 8%, IDH1 R132H inh 1% and TRHR ag 1.2.
Screening COc1ccccc1CNC(=O)CCC(=O)Nc1nnc(C(C)C)s1 returned D2 antag 16, USP1 inh -7%, D2 agonist 0.2, TrxR1 inh -2%, TRHR PAM 3, Pin1 inhibitor 3%, TrxR1 substrate -3%, IDH1 R132H inh 8% and TRHR ag 0.1.
For CCOC(=O)COc1ccc(/C=C2/C(=O)NN(c3ccc(F)cc3)C2=O)cc1OC the results were D2 antag -15, USP1 inh -3%, D2 agonist -0.1, TrxR1 inh inconclusive, TRHR PAM 38*, Pin1 inhibitor inconclusive, TrxR1 substrate -12%, IDH1 R132H inh -5% and TRHR ag -0.1.
Screening O=C(NCc1c(O)ccc2ccccc12)c1ccccc1 returned USP1 inh -21%, TrxR1 inh 10%, TRHR PAM -6, Pin1 inhibitor 1%, TrxR1 substrate 0%, IDH1 R132H inh -3% and TRHR ag 0.2.
For O=c1c2ccccc2oc2nc(-c3ccco3)n(-c3ccccc3)c(=O)c12 the results were D2 antag -17, USP1 inh -3%, D2 agonist -0.2, TrxR1 inh 17%[57.1 µM], TRHR PAM 2, Pin1 inhibitor -5%, TrxR1 substrate 7%[57.1 µM], IDH1 R132H inh -3% and TRHR ag 0.2.
`CN(C1CCCCC1)S(=O)(=O)c1ccc(S(=O)(=O)N2CCN(CCC#N)CC2)cc1` gave D2 antag 9, USP1 inh -15%, D2 agonist -0.1, TrxR1 inh 20%, TRHR PAM 2, Pin1 inhibitor 3%, TrxR1 substrate 8%, IDH1 R132H inh 5% and TRHR ag 0.0.
Cc1ccc(S(=O)(=O)N2CCN(C(=O)c3ccccc3OCc3c(C)noc3C)CC2)cc1 was read as D2 antag -13, USP1 inh -9%, D2 agonist 0.0, TrxR1 inh -2%, TRHR PAM 1, Pin1 inhibitor -1%, TrxR1 substrate -4%, IDH1 R132H inh -9% and TRHR ag -1.0.
Screening COc1cc(OC)cc(C(=O)N[C@H](C(=O)Nc2nnc(C3CC3)s2)C(C)C)c1 returned D2 antag 15, USP1 inh -26%, D2 agonist -0.4, TrxR1 inh -14%, TRHR PAM 0, Pin1 inhibitor 2%, TrxR1 substrate -10%, IDH1 R132H inh 1% and TRHR ag -0.7.
N#CC1=C(Nc2ccccc2Cl)SC(c2ccccc2O)NC1=O (configuration not stated) was read as D2 antag -13, USP1 inh -23%, D2 agonist -1.1, TrxR1 inh -1%[2.29 µM], TRHR PAM -8, Pin1 inhibitor 2%, TrxR1 substrate 1%[57.1 µM], IDH1 R132H inh -7% and TRHR ag -0.5.
`CN(CC(=O)NCCc1ccc(F)cc1)Cc1cccs1` gave D2 antag 0, USP1 inh -4%, D2 agonist -0.1, TrxR1 inh 15%[57.1 µM], TRHR PAM -4, Pin1 inhibitor -5%, TrxR1 substrate 2%[57.1 µM], IDH1 R132H inh 4% and TRHR ag 0.0.
For Cc1ccccc1-c1nc2cc(N)ccc2o1 the results were D2 antag -17, USP1 inh -10%, D2 agonist -0.6, TrxR1 inh -13%, TRHR PAM 0, Pin1 inhibitor -7%, TrxR1 substrate -5%, IDH1 R132H inh 2% and TRHR ag -0.1.
Screening Cc1cc(C)c(C)c(S(=O)(=O)NCc2ccc(C(=O)N3CCCC3)cc2)c1C returned D2 antag 2, USP1 inh -6%, D2 agonist 1.4, TrxR1 inh 22%[57.1 µM], TRHR PAM 3, Pin1 inhibitor 8%, TrxR1 substrate -9%, IDH1 R132H inh 6% and TRHR ag 0.2.
COc1ccc(C(=O)N/N=C(\C)CC(=O)Nc2ccc(N(C)C)cc2)c(OC)c1 was read as D2 antag -3, USP1 inh -9%, D2 agonist 0.1, TrxR1 inh -4%[57.1 µM], TRHR PAM -3, Pin1 inhibitor 3%, TrxR1 substrate -5%, IDH1 R132H inh -1% and TRHR ag -0.3.
For COc1ccc2cc(C(=O)O)n(CC(=O)c3ccccc3)c2c1 the results were D2 antag 5, USP1 inh -18%, D2 agonist -0.1, TrxR1 inh 10%, TRHR PAM -5, Pin1 inhibitor -6%, TrxR1 substrate 6%, IDH1 R132H inh -7% and TRHR ag 0.2.

Sorted by number of heavy atoms (rising): part of the list above.
`CN(CC(=O)NCCc1ccc(F)cc1)Cc1cccs1` gave D2 antag 0, USP1 inh -4%, D2 agonist -0.1, TrxR1 inh 15%[57.1 µM], TRHR PAM -4, Pin1 inhibitor -5%, TrxR1 substrate 2%[57.1 µM], IDH1 R132H inh 4% and TRHR ag 0.0.
Screening Cc1cc(C)c(C)c(S(=O)(=O)NCc2ccc(C(=O)N3CCCC3)cc2)c1C returned D2 antag 2, USP1 inh -6%, D2 agonist 1.4, TrxR1 inh 22%[57.1 µM], TRHR PAM 3, Pin1 inhibitor 8%, TrxR1 substrate -9%, IDH1 R132H inh 6% and TRHR ag 0.2.
COc1ccc(C(=O)N/N=C(\C)CC(=O)Nc2ccc(N(C)C)cc2)c(OC)c1 was read as D2 antag -3, USP1 inh -9%, D2 agonist 0.1, TrxR1 inh -4%[57.1 µM], TRHR PAM -3, Pin1 inhibitor 3%, TrxR1 substrate -5%, IDH1 R132H inh -1% and TRHR ag -0.3.

Not all compounds are listed; the hit share may differ from the screen's.
